Source: PubChem BioAssay (National Center for Advancing Translational Sciences (NCATS))
12-hLO inh = qHTS Assay for Inhibitors of 12-hLO (12-human lipoxygenase). purified 12-hLO, xylenol orange hydroperoxide absorbance. Potency, µM (highest dose often 57.1 µM), for the others: at the highest dose activity change, negative = inhibition, actives largely listed as inhibitors. 150,000 compounds, 0.12% hits; active means well fitted inhibition curve with a large enough effect; inconclusive means small, poorly fitted or top-dose-only effect; further: potency means the concentration at half of the fitted maximal effect; nearly all actives have a fitted effect of over 55% in size; many of its hits are not listed in these tables
Target sequence (P18054 whole entry, looked up): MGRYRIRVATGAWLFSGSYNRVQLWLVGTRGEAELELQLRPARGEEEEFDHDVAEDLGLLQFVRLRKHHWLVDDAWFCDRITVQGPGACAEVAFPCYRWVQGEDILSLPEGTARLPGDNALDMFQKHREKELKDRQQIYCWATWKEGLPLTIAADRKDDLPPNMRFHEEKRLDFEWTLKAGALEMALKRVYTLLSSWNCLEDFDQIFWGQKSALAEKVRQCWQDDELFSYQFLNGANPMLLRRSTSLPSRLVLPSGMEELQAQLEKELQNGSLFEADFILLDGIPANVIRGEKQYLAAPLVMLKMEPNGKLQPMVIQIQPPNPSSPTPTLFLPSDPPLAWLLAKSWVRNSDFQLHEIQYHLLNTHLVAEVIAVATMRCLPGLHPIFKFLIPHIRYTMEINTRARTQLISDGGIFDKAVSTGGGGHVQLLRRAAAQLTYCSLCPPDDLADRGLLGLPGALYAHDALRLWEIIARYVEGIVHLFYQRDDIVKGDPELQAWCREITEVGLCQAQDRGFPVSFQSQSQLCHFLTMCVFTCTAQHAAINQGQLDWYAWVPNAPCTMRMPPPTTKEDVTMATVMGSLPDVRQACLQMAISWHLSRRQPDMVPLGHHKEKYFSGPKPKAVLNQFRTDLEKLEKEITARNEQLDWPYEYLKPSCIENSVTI
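Hydroperoxide output read as Fe(III)-xylenol orange absorbance, 573-to-405 nm ratio, after 30 min reaction with 40 uM arachidonic acid. Enzyme: 150 nM purified human 12hLO, 15 min compound preincubation; 25 mM Hepes pH 7.0, room temperature.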
IMPase cell inh = qHTS Assay for Identifying the Cell-Membrane Permeable IMPase Inhibitors. Inositol monophosphatase 1 (Rattus norvegicus), P97697. CHO-M1 cells, IP1 accumulation, HTRF TR-FRET ratio. inhibition (IP1 accumulation), % at 46.1 µM. 120,000 tested, under 10 active. AID 901, 2007; active means well fitted curve in the direction sought with a large enough effect in the signal ratio, not every such curve was filed as active; inconclusive means small, poorly fitted or top-dose-only effect, or a change in a side signal; inactive means no such curve, though single readings can be large or run the other way; the % refers to the signal ratio;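 further: cells stimulated with carbachol in lithium chloride buffer; plate controls were DMSO basal wells for no effect and reference inhibitor wells for full effect; higher means more IMPase inhibition seen as more IP1 and lower FRET ratio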
Target sequence (P97697 whole entry, looked up): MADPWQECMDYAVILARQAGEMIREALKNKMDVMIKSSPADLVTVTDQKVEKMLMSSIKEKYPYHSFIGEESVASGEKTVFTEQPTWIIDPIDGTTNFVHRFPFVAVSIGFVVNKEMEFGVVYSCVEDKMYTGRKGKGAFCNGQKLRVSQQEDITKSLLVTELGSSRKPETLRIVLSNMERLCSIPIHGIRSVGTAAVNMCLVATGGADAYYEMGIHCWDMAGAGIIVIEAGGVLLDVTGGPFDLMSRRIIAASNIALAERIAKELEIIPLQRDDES
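In this qHTS, compounds (final up to 46 uM) act on CHO-M1 cells that are then activated through the M1 receptor with carbachol, in pH 7.4 buffer containing 50 mM LiCl, for 30 min. IP1 accumulation is quantified by the IP-One immunoassay.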
* = called active by the depositor; [ ] = remark or other dose. Unless noted, on the % scale 0 is the no-effect control and ±100 the full control effect.

`Cc1ccc(Cl)cc1Nc1nc2ccccc2c2nncn12` gave IMPase cell inh 9.2.
For CCOC(=O)c1c(-c2ccccc2)oc2ccc(NS(=O)(=O)c3ccc(OC)cc3)cc12 the results were IMPase cell inh -7.2.
Screening COc1ccc(C(=O)OC2=C(C(=O)c3ccccc3)N(C)S(=O)(=O)c3ccccc32)cc1OC returned IMPase cell inh 2.4.
Cc1cc2nc(-c3ccc(NC(=O)c4ccccc4F)cc3)oc2cc1C was read as IMPase cell inh -6.1.
CCOC(=O)c1sc(NC(=O)c2nc3nc(C)cc(C(F)F)n3n2)c(C(=O)OC(C)C)c1C was read as IMPase cell inh -5.2.
`CCS(=O)(=O)N1N=C(c2ccc(C)cc2)CC1c1cc2ccc(OC)cc2nc1Cl` (configuration not stated) gave IMPase cell inh -2.6.
CCN(CC)c1ccc2cc(-c3nnc(-c4cccc(Cl)c4)o3)c(=O)oc2c1 was read as IMPase cell inh 0.4.
Screening CCOc1ccc(CCNC(=O)c2cc3cc4ccc(OC)cc4nc3s2)cc1OCC returned IMPase cell inh 0.8.
`CC(C)(C)c1ccc(C(=O)Nc2ccc(-c3nc4cc(Cl)ccc4o3)cc2)cc1` gave IMPase cell inh -12.1.
For CCOC(=O)c1c(-c2ccc(OC)c(OC)c2)csc1NC(=O)c1ccccc1F the results were IMPase cell inh inconclusive.
Screening CCOc1ccc(C(=O)Nc2ccc(NC(=O)c3ccccc3)cc2)cc1Br returned IMPase cell inh -4.7.
`CCCOc1ccc(C2c3c(oc4ccccc4c3=O)C(=O)N2c2ccc(C)cn2)cc1OCC` (configuration not stated) gave IMPase cell inh -9.6.
Screening COC(=O)c1c(N)n(-c2ccc(OC)c(Cl)c2)c2nc3ccccc3nc12 returned IMPase cell inh 3.7.
COc1ccc(-c2nc3ccccc3o2)cc1NC(=O)COc1ccc(C(C)(C)C)cc1 was read as IMPase cell inh -4.6.
For CCC(C)Nc1nc2c(c(=O)[nH]c(=O)n2C)n1Cc1ccc(F)cc1 (configuration not stated) the results were IMPase cell inh 4.7.
`COc1ccc(CCNc2oc(COc3cccc(C)c3)nc2C#N)cc1OC` gave IMPase cell inh -5.9.
For CCOC(=O)c1cnc2ccc(OC)cc2c1NCCc1ccccc1 the results were IMPase cell inh 6.9.
Screening COC(=O)c1ccc(-c2nc3cc(NC(C)=O)ccc3o2)cc1 returned IMPase cell inh 1.8.
Screening Cc1ccc(Nc2nnc(-c3ccc(C)c(S(=O)(=O)N4CCOCC4)c3)c3ccccc23)c(C)c1 returned IMPase cell inh -6.7.
Screening COCCNC(=O)CCSc1nc(-c2ccc3c(c2)OCO3)cc(C(F)(F)F)n1 returned IMPase cell inh 0.8.
CC1=Nc2cc(C(=O)N3CCC(C)CC3)ccc2Sc2ccc(Cl)cc21 was read as IMPase cell inh 17.1.
For Cc1ccc(-c2nc3nc(C)cc(C)n3c2Nc2ccc3c(c2)OCCO3)cc1 the results were IMPase cell inh -7.3.
CCCCOc1cccc(C(=O)Nc2cccc(-c3nc4ncccc4o3)c2C)c1 was read as IMPase cell inh -2.8.
`N=c1n(CCO)c2ccccc2n1CCOc1ccc(F)cc1` gave IMPase cell inh 2.5.
`CCOc1cccc(C(=O)Nc2ccc3oc(-c4ccncc4)nc3c2)c1` gave IMPase cell inh -6.5.
Screening Cc1ccc(C(=O)COC(=O)c2cc(-c3ccc(Cl)cc3)nc3ccccc23)cc1 returned IMPase cell inh inconclusive.
Screening Cc1ccc(C)c(N2CCN(C(=O)C3CCC(CNS(=O)(=O)c4ccc(Br)s4)CC3)CC2)c1 (configuration not stated) returned IMPase cell inh 6.2.
`Cc1cccc(N2CCN(C(=O)C3CCCN(S(=O)(=O)c4ccc(Br)s4)C3)CC2)c1C` (configuration not stated) gave IMPase cell inh 2.3.
`Cc1ccc(NC(=O)c2cnn3c(C(F)F)cc(-c4ccccc4)nc23)cc1F` gave IMPase cell inh inconclusive.
Screening CCc1ccccc1-n1c(N)c(C(=O)OC)c2nc3ccccc3nc21 returned IMPase cell inh 1.0.
CC(C)COc1ccc(C(=O)Nc2cccc(-c3nc4ccccc4[nH]3)c2)cc1 was read as IMPase cell inh 1.8.
For COc1nnc(-c2ccc(N3CCCCC3)c(NC(=O)c3ccc(Cl)cc3)c2)c2ccccc12 the results were IMPase cell inh 7.9.
CCOC(=O)c1cnc2c(C)c(Cl)ccc2c1Nc1ccc(N2CCOCC2)cc1 was read as IMPase cell inh -6.7.
For O=C(Cn1c(=O)c2ccccc2n(CC(=O)Nc2ccc(F)cc2F)c1=O)NCCc1ccccc1 the results were IMPase cell inh -4.5.
Screening Cc1ccc(C(=O)Nc2ccccc2F)cc1S(=O)(=O)N1CCOCC1 returned IMPase cell inh -4.6.
Screening CCc1ccc(OC(C)C(=O)Nc2c(C(=O)c3ccccc3)oc3ccccc23)cc1 (configuration not stated) returned IMPase cell inh -12.2.
Screening Cc1cccc(N(CC(=O)NCCSc2ccc(Cl)cc2)S(C)(=O)=O)c1C returned IMPase cell inh -2.4.
`Cc1cc(C)c2oc(-c3cc(NC(=O)Cc4ccccc4)ccc3Cl)nc2c1` gave IMPase cell inh inconclusive.
For O=C(CCN1CCN(CCO)CC1)Nc1ccc(Br)cc1 the results were IMPase cell inh -11.2.
For O=C(Cn1c(=O)c2ccccc2n(CC(=O)Nc2ccc(Cl)cc2)c1=O)NCCc1ccccc1 the results were IMPase cell inh -9.9.

Brought forward from above: 2 compounds, then new ones.
For O=C(CCN1CCN(CCO)CC1)Nc1ccc(Br)cc1 the results were IMPase cell inh -11.2.
For O=C(Cn1c(=O)c2ccccc2n(CC(=O)Nc2ccc(Cl)cc2)c1=O)NCCc1ccccc1 the results were IMPase cell inh -9.9.
Cc1ccc(CCNC(=O)CN2CCN(Cc3ccc(Cl)cc3)C2=O)cc1 was read as IMPase cell inh -2.9.
Screening CCc1ccccc1NC(=O)CN(c1cc(C(F)(F)F)ccc1Cl)S(=O)(=O)c1ccccc1 returned IMPase cell inh 6.0.
Screening O=C(NCCN1CCN(c2cccc(Cl)c2)CC1)Nc1ccccc1 returned IMPase cell inh 5.7.
Screening O=C(Nc1c(C(=O)c2ccccc2)oc2ccccc12)c1ccc(F)cc1 returned IMPase cell inh -17.1.
`COc1ccc(C2=C(Nc3ccc(C)cc3C)c3ccccc3C2=O)cc1` gave IMPase cell inh 4.9.
For Cc1ccc(-c2nnc(SCC(=O)N3CCCc4ccccc43)o2)cc1 the results were IMPase cell inh 4.2.
`O=C(CSc1nc(-c2ccc(F)cc2)[nH]c1-c1ccc(F)cc1)Nc1ccc2c(c1)OCO2` gave IMPase cell inh -3.1.
`COc1c(Cl)cc(C(=O)Nc2cc(-c3nc4ccccc4[nH]3)ccc2C)cc1Cl` gave IMPase cell inh 8.7.
For CCC1=Nc2cc(C(=O)NC3CCCC3)ccc2Sc2ccc(Cl)cc21 the results were IMPase cell inh 6.9.
O=C(NCc1ccccc1Cl)c1ccc(Nc2nc3ccccc3n3nnnc23)cc1 was read as IMPase cell inh inconclusive.
O=C(c1ccco1)c1cn(CCOc2ccc(Cl)cc2)c2ccccc12 was read as IMPase cell inh 1.7.
Screening CCOc1ccc(NC(=O)c2cc3c(C)nn(-c4ccccc4)c3s2)cc1 returned IMPase cell inh 2.3.
For CC1=C(C(=O)OC2CCCCCC2)C(c2ccc(Cl)cc2Cl)CC(=O)N1 (configuration not stated) the results were IMPase cell inh -4.4.
COc1ccc(NC(=O)C2CCCN(S(=O)(=O)c3cccc4nonc34)C2)cc1Cl (configuration not stated) was read as IMPase cell inh 1.2.
COc1ccc(NC(=O)CSc2nc(-c3ccccc3)[nH]c2-c2ccccc2)cc1OC was read as IMPase cell inh 4.8.
Screening CCc1cccc(NC(=O)Cn2c(=O)n(CC3CCC(C(=O)NCCc4ccccc4)CC3)c(=O)c3ccccc32)c1 (configuration not stated) returned IMPase cell inh 9.3.
For Cc1ccc(CNC(=O)c2sc3nc(-c4ccc(F)cc4)ccc3c2N)cc1 the results were IMPase cell inh -11.5.
Screening COc1ccc(OCCn2cc(C(=O)C3CCCCC3)c3ccccc32)cc1 returned IMPase cell inh 0.7.
`CC1=C(C(=O)OCc2ccc(C)cc2)C(c2c(Cl)cccc2Cl)CC(=O)N1` (configuration not stated) gave IMPase cell inh 4.4.
Screening Cc1ccccc1-c1nc2cc(NC(=O)Cc3ccc(Cl)cc3)ccc2o1 returned IMPase cell inh -20.1.
Cc1ccccc1Nc1c(-c2c[nH]c3ccccc23)nc2ccc(Cl)cn12 was read as IMPase cell inh 0.8.
`Cc1cc(C)c(NC(=O)Cn2c(=O)n(CC(=O)NCCc3ccccc3)c(=O)c3ccccc32)c(C)c1` gave IMPase cell inh -3.1.
Cc1ccc(-c2nnc(Nc3cccc(O)c3)c3ccccc23)cc1S(=O)(=O)N1CCN(C)CC1 was read as IMPase cell inh -4.0.
Cn1c(/C(C#N)=C/c2ccc(C(F)(F)F)cc2)nc2ccccc21 was read as IMPase cell inh -5.5.
Screening COc1cc2c(cc1NC(=O)C(C)Oc1ccc(Cl)cc1Cl)oc1ccccc12 (configuration not stated) returned IMPase cell inh 2.9.
`CCCCOc1ccc(C2C(C(=O)Nc3ccccc3OC)=C(C)Nc3nnnn32)cc1OC` (configuration not stated) gave IMPase cell inh -11.3.
For CCOc1cc(C2NC(=O)c3c(sc4c3CCN(C)C4)N2)ccc1OC(=O)c1ccc(F)cc1 (configuration not stated) the results were IMPase cell inh 6.1.
`CCOC(=O)c1c(NC(=O)c2cc3ccccc3c(=O)o2)sc2c1CCCC2` gave IMPase cell inh -9.9.
For CCCSc1nc2sc3c(c2c(=O)n1-c1cccc(Br)c1)CC(C)(C)OC3 the results were IMPase cell inh 0.0.
CC(CCO)Nc1nc2c(c(=O)n(C)c(=O)n2C)n1Cc1ccc(Br)cc1 (configuration not stated) was read as IMPase cell inh 5.8.
`CCOc1ccc(-c2nnc(Nc3ccc(S(N)(=O)=O)cc3)c3ccccc23)cc1` gave IMPase cell inh -1.8.
O=C(CCS(=O)(=O)c1cc(Br)cc2c1N(C(=O)C1CC1)CC2)NCc1ccccc1Cl was read as IMPase cell inh 0.8.
Screening Cn1c(=O)n(C)c2cc(N3CCCCC3)c(NC(=O)c3c(F)cccc3F)cc21 returned IMPase cell inh -0.1.
`COc1ccc(-c2nc3c(c4c2C[C@H](c2ccccc2)OC4)CN(S(=O)(=O)c2ccc(NC(C)=O)cc2)CC3)c(C)c1` gave 12-hLO inh -1.8%[11.4 µM].
For CCCCCCCC/C=C\CCCCCCCC(=O)OC[C@@H](O)COP(=O)(O)O the results were 12-hLO inh -2.2%.
`CCOC(=O)CN1C(=O)N[C@@H](CCc2ccccc2)[C@@H](C(=O)OC)[C@H]1C` gave 12-hLO inh 1.6%[11.4 µM].
For CC(C)C[C@@H](CC(=O)N[C@H](CC(=O)N[C@@H]1CCCC[C@H]1C(=O)N[C@H](CC(=O)N[C@@H](CCC(=O)O)CC(=O)O)Cc1ccccc1)C(C)C)NC(=O)[C@@H]1CCCC[C@H]1N the results were 12-hLO inh -4.7%.
For Cc1ccc(C(=O)Nc2ccccc2N2CCOCC2)c(C)c1 the results were 12-hLO inh 0.4%.
Screening COCCN1C(=O)N[C@@H](CCc2ccccc2)[C@H](C(=O)OC)[C@H]1C returned 12-hLO inh 1.6%[11.4 µM].
CCCCCCCCCCCCCCCCOCC(CO)OC (configuration not stated) was read as 12-hLO inh -2.8%.
`CC(C)C[C@@H](CC(=O)N[C@@H](CCCN)CC(=O)N[C@@H]1CCNC[C@H]1C(=O)N[C@H](CC(=O)N[C@@H](CCC(=O)O)CC(=O)O)CC(C)C)NC(=O)[C@@H]1CNCC[C@H]1N` gave 12-hLO inh 0.5%.
CCN1C(=O)N[C@@H](c2cccc(F)c2)C(C(=O)OC)=C1C was read as 12-hLO inh 5.2%[11.4 µM].
For CCCCc1nc2c(c3c1C[C@H](C)OC3)CN(C(=O)c1ccco1)CC2 the results were 12-hLO inh -1.8%[11.4 µM].
`CC#CCN1c2ccccc2[C@]23C[C@@H](C(=O)OC)N(S(=O)(=O)CCCC)C2=NC(C(=O)OC)=C(C(=O)OC)[C@H]13` gave 12-hLO inh 0.4%[11.4 µM].
COC(=O)c1ccccc1S(=O)(=O)N1CCc2nc(-c3ccc(OC)cc3C)c3c(c2C1)CO[C@@H](c1ccccc1)C3 was read as 12-hLO inh -3.3%[11.4 µM].

Arranged by length of the SMILES (low to high): some entries from above
CCCCCCCCCCCCCCCCOCC(CO)OC (configuration not stated) was read as 12-hLO inh -2.8%.
For Cc1ccc(C(=O)Nc2ccccc2N2CCOCC2)c(C)c1 the results were 12-hLO inh 0.4%.
CCN1C(=O)N[C@@H](c2cccc(F)c2)C(C(=O)OC)=C1C was read as 12-hLO inh 5.2%[11.4 µM].
COC(=O)c1ccccc1S(=O)(=O)N1CCc2nc(-c3ccc(OC)cc3C)c3c(c2C1)CO[C@@H](c1ccccc1)C3 was read as 12-hLO inh -3.3%[11.4 µM].
`CC#CCN1c2ccccc2[C@]23C[C@@H](C(=O)OC)N(S(=O)(=O)CCCC)C2=NC(C(=O)OC)=C(C(=O)OC)[C@H]13` gave 12-hLO inh 0.4%[11.4 µM].

Only part of the results is shown (hit frequency here may not be typical).
